MITF TRPM1 inh: reduces MITF-dependent TRPM1 promoter luciferase signal | SK-MEL-5 TRPM1 promoter luciferase, 24 h | inhibition, % at 12.5 µM | actives 0.83% (n = 330,000) | AID 488899;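 active = mean inhibition across replicates of 60% or more, whatever share of single replicates reaches that level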; note: values of inactives mirror those of a sister screen read the other way
CaV13 ICDI inh: Primary screen for inhibitors of IQ motif and Ca2+-dependent inactivation inhibitor domain binding in CACNA1D, Förster resonance energy transfer in living cells, …; inhibition, % at 12.3 µM; actives 0.098% (n = 340,000); HEK cells, CFP/YFP FRET ICDI-IQ, plate reader, 10 min; percent FRET-ratio fall versus neutral wells;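 active = mean replicate inhibition of at least 30% and at least 1% of replicates passing that level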;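 note: 0% = median of the neutral control wells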
H9c2 protect: protects H9c2 cardiomyocytes from peroxide injury; H2O2 injury protection, ATPLite, 2 h; protection from H2O2 cell death, % at 20 µM; actives 0.63% (n = 360,000);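 active = compounds giving at least 50% protection of heart cells from peroxide-induced death in the single-dose screen, raw or plate-pattern-corrected value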;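 note: 0% = DMSO wells with peroxide and 100% = DMSO wells without peroxide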
NR2E3 ag-1: activates human NR2E3 receptor; Q9Y5X4; CHO-S Gal4-NCOR/VP16-NR2E3 two-hybrid, luciferase; inhibition of corepressor binding, % at 3.98 µM; actives 0.35% (n = 360,000); AID 602229;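 active = inhibition above the mean of all tested compounds plus 3 SD, cut at about 70% in these data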;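 note: 0% = DMSO with NR2E3 transfected cells and 100% = cells lacking NR2E3 construct; higher means lower luciferase signal from less NR2E3 corepressor binding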
HIF-2a inh: inhibitors of HIF-2a; 786-0 RCC cells HIF-2a reporter, luciferase luminescence, overnight; inhibition, % at 18.8 µM; actives 0.72% (n = 360,000); AID 624352;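 active = inhibition of the luminescence signal of 40% or more relative to plate controls, in a single-dose primary screen at 18.75 µM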
NR2E3 ag-2: agonists of human nuclear receptor NR2E3; AID 2300; actives 0.12% (n = 320,000); inhibition of corepressor binding, % at 4.78 µM; Q9Y5X4; GST-NR2E3/biotin-RetCOR TR-FRET, 1536-well;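 active = percent inhibition above the cutoff of mean plus 3 SD of all tested compounds, set per screening campaign, cut at about 20% in these data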;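 note: 0% = DMSO wells and 100% = biotin wells as full block of FRET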
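System: GST-NR2E3 and biotin-RetCOR proteins; probe or stimulus: 7 nM biotin-RetCOR; doses: compound at 4.8 µM, single dose; schedule: Compound–protein incubation for 5 h at 4 °C; detection: time-resolved FRET; read-out: percent inhibition; controls: biotin wells as high control, 0.6% DMSO wells as low control; format: 1536-well plates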
iPSC survival up: increases survival of single human iPS cells | actives 0.044% (n = 360,000) | hiPSC single-cell survival, ATPlite luminescence; 100% = ROCK inhibitor wells, 0% = DMSO | survival enhancement, % at 20 µM; in the data active = survival enhancement above about 18%;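 note: cells exposed to compounds for 16 hours before the ATP read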
PDI turbidity: inhibitors of human protein disulfide isomerase; P07237; PDI insulin aggregation turbidity, A650, 90 min; inhibition, % at 10 µM; actives 0.052% (n = 350,000);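 active = mean inhibition across replicates of 30% or more, whatever share of single replicates reach that level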;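 note: absorbance from insulin aggregation driven by PDI reduction with DTT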
Target sequence (P07237 whole entry, looked up): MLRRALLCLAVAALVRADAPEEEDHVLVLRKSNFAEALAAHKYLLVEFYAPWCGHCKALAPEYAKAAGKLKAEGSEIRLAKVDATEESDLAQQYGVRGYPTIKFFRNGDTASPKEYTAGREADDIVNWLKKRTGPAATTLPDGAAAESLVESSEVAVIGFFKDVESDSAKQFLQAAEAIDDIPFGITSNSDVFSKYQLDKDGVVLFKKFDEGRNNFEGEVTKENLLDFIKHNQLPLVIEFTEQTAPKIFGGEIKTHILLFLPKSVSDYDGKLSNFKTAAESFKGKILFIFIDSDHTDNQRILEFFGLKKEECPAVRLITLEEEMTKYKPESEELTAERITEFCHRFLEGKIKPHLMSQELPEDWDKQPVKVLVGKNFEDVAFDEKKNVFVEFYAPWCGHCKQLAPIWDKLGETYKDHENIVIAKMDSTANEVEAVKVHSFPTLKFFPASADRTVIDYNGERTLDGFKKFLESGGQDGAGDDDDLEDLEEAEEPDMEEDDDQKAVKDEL
m5-HT2A agonist: mouse HTR2A agonism via beta-arrestin recruitment; activation, % at 7.6 µM; actives 0.66% (n = 360,000); P35363; CHO-K1 mHTR2A beta-arrestin complementation, luminescence; percent of 30 µM serotonin response; AID 624169;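 active = activation above a run cutoff, the mean activation of all tested compounds plus 3 SD, cut at about 14% in these data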;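 note: 0% = plate median of compound wells and 100% = 30 µM serotonin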
Target sequence (P35363 whole entry, looked up): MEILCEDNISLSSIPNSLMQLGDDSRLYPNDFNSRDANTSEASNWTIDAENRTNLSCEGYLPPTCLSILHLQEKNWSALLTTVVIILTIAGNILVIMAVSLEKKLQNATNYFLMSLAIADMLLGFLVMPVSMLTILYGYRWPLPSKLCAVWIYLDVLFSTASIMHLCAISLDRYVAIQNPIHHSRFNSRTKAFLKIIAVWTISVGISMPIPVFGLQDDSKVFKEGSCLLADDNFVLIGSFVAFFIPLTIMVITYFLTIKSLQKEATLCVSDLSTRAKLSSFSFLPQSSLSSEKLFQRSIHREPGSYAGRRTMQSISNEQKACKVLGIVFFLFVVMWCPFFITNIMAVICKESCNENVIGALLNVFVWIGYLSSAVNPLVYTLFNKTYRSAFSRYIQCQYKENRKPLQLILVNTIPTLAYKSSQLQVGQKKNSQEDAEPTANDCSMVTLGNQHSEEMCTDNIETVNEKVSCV
Shn3 3UTR inh: Schnurri-3 reporter inhibition in Clone20 osteoblasts; Clone20 osteoblast Shn3 3'UTR firefly luciferase, 24 h; inhibition, % at 12.5 µM; actives 0.52% (n = 360,000); AID 588674;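 active = mean inhibition of at least 75% with every replicate also reaching 75%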;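 note: 0% = median of neutral control wells and 100% = pilot-screen positive control compound; some compounds past the cut are filed as inactive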
Peg3 prom inh: Peg3 promoter activity inhibition | HeLa PEG-Prom luciferase reporter, luminescence, overnight | inhibition, % at 20 µM | actives 1.7% (n = 360,000);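 active = inhibition of at least 50% at 20 µM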
* = called active by the depositor; · = no result given. Not a hit list. About 3.9% of those tested had a hit in this group.

SMILES	MITF TRPM1 inh	CaV13 ICDI inh	H9c2 protect	NR2E3 ag-1	HIF-2a inh	NR2E3 ag-2	iPSC survival up	PDI turbidity	m5-HT2A agonist	Shn3 3UTR inh	Peg3 prom inh
CCCS(=O)(=O)C/C(N)=N/OC(=O)c1ccc(Cl)cc1	10	-3	1	-7	-1	4	-0.6	-5	5	3	-2
O=[N+]([O-])c1ccc(O)c(/C=N/Nc2ccc(Cl)nn2)c1	38	-7	34	-23	-42	3	-3.4	-4	-7	70	-9
COc1ccccc1NC(=O)C(=O)NCC(c1ccco1)N1CCc2ccccc2C1 (centres undefined)	-4	-6	4	-12	8	-4	0.0	3	12	11	22
Cc1ccc2sc(N(CCCN(C)C)C(=O)c3ccc(Br)s3)nc2c1C	-20	-6	-15	-12	-11	4	-0.7	7	-9	-4	62*
O=[N+]([O-])c1cccc(S(=O)(=O)Nc2ccc(S(=O)(=O)Nc3nccs3)cc2)c1	-18	-6	7	-22	9	3	1.5	10	-2	-9	6
COc1ccc(C(=O)C2CCCN(Cc3ccc(C#CCCO)cc3)C2)c(OC)c1 (centres undefined)	4	3	-2	-8	5	-1	-0.6	5	-8	·	11
CCCCN1C(=O)/C(=C/C=C2/CC(C)(C)CN2C)SC1=S	-71	-5	-12	-99	-209	-1	-1.4	1	3	-39	-228
O=C(CCC1CCCN(C(=O)Cn2cnnn2)C1)NCc1ccc(F)c(F)c1 (centres undefined)	6	0	5	-10	-25	1	0.2	0	2	-22	4
CCOc1cc(C2C(C(=O)O)c3cc(OCC)c(OCC)cc3C(=O)N2C)ccc1O (centres undefined)	-10	0	4	-10	4	3	0.1	3	8	-5	9
CC(=O)Nc1ccc(NC(=O)CN2C(=O)NC3(CCCCCCC3)C2=O)cc1	11	-5	4	-44	7	·	-0.5	-12	6	4	15
Cc1nc(N2CCOCC2)c2c3c(sc2n1)CCC3	2	-12	-1	-30	17	4	-0.7	9	0	8	-5
Cc1nc2ccc(NC(=O)c3ccc(N4C(=O)CCC4=O)cc3)cc2s1	0	-7	-1	-15	10	-2	0.3	5	0	-38	9
CCCCN(C(=O)NC(=O)Nc1c(C)cc(C)cc1C)S(C)(=O)=O	7	-8	2	13	-4	4	0.7	2	6	-8	6
Cc1cc(-c2nnnn2-c2ccc(F)cc2)no1	6	-5	6	15	5	1	-0.7	-8	5	19	6
COc1ccc(S(=O)(=O)N2CCOCC2)cc1NC(=O)COc1ccccc1	6	·	0	-35	-6	1	0.3	-4	2	-8	9
O=c1c2ccccc2nc(/C=C/c2cc(Br)ccc2O)n1CCCO	13	-22	50*	-6	36	0	0.5	13	0	-49	46
O=C(O)c1cc(S(=O)(=O)N2CCOCC2)ccc1N1CCOCC1	-4	-4	3	5	11	2	-1.3	-27	1	-17	1
Clc1ccc(CN2CCN(c3ccccc3)CC2)cn1	12	-1	3	-22	2	-1	0.0	-3	22*	4	7
O=C(CSc1nc2nn(-c3ccccc3)c(=O)c-2c2n1CCCCC2)Nc1ccccc1[N+](=O)[O-]	16	-5	-1	-5	-23	·	0.2	1	-2	23	-13
CCNC(=S)N(CCCN(C)C)Cc1cc2cc3c(cc2[nH]c1=O)OCCO3	10	-5	-2	-16	5	0	0.5	18	6	10	-7
COc1ccc(CC(=O)N2CC(C)CC(C)C2)cc1 (centres undefined)	-2	-10	5	-5	-1	-1	-0.2	-2	0	35	2
COc1ccc(/C=C2\SC(=S)N(CCC(=O)Nc3ccc(C(=O)O)cc3)C2=O)cc1	-13	-6	-5	-27	8	0	0.3	-2	4	-16	-1
CCC(=O)Nc1cccc(-n2nnnc2SCC(=O)c2ccc(C)c(C)c2)c1	-42	-7	3	-42	-216	5	2.3	4	-3	-17	-169
O=C(COc1ccccc1C(=O)NCc1ccccn1)Nc1ccc(Br)cc1	-22	-7	2	-33	-20	1	2.6	2	-6	-7	-15
CS(=O)(=O)c1ccccc1-c1nnc(NC(=O)C2=COCCO2)o1	-8	-6	0	9	10	-4	-0.2	0	-10	-14	-5

Retrieved one by one from the entries so far (three):
SMILES	MITF TRPM1 inh	CaV13 ICDI inh	H9c2 protect	NR2E3 ag-1	HIF-2a inh	NR2E3 ag-2	iPSC survival up	PDI turbidity	m5-HT2A agonist	Shn3 3UTR inh	Peg3 prom inh
COc1ccccc1NC(=O)C(=O)NCC(c1ccco1)N1CCc2ccccc2C1 (centres undefined)	-4	-6	4	-12	8	-4	0.0	3	12	11	22
O=C(CSc1nc2nn(-c3ccccc3)c(=O)c-2c2n1CCCCC2)Nc1ccccc1[N+](=O)[O-]	16	-5	-1	-5	-23	·	0.2	1	-2	23	-13
CS(=O)(=O)c1ccccc1-c1nnc(NC(=O)C2=COCCO2)o1	-8	-6	0	9	10	-4	-0.2	0	-10	-14	-5

The results go on.
SMILES	MITF TRPM1 inh	CaV13 ICDI inh	H9c2 protect	NR2E3 ag-1	HIF-2a inh	NR2E3 ag-2	iPSC survival up	PDI turbidity	m5-HT2A agonist	Shn3 3UTR inh	Peg3 prom inh
CC1=CC(C2CC(=O)N(c3ccccc3C)C2=O)CC2C(=O)N(c3ccccc3C)C(=O)C12 (centres undefined)	9	-4	-1	-26	10	4	-0.7	20	1	-3	5
COc1ccc(S(=O)(=O)N2CCC(C(=O)Nc3ccccc3N3CCCC3)CC2)cc1OC	-6	-7	6	10	12	3	-0.1	5	0	16	24
COc1ccc(CNC(=S)NCc2ccc(OC(C)C)cc2)cc1	12	-3	-5	-5	1	4	3.5	17	-2	-5	9
CC(C)(C)c1ccc(CC(=O)N2CCC2(C)C(=O)NS(=O)(=O)c2ccc(C#N)cc2)cc1 (centres undefined)	·	-5	-2	-31	2	·	1.3	5	7	20	6
O=C1NC(=O)C2(CCCC2)N1	-1	-5	-8	11	-3	·	0.5	-24	2	-15	3
CC(C)CC(=O)NC(c1ccccc1)c1c(O)ccc2ccccc12 (centres undefined)	22	-21	-11	-2	24	3	0.7	1	6	-8	14
Cc1cccc(C(=O)NN2C(=O)C3C(c4ccccc4)C=CC(c4ccccc4)C3C2=O)c1 (centres undefined)	-6	-6	5	-12	16	-3	6.8	5	-3	-10	18
CC(OC(=O)c1ccccc1CCc1ccccc1)C(N)=O (centres undefined)	10	-18	0	17	24	0	0.1	-70	3	6	-146
O=C(Nc1nnc(C2CC2)s1)C1CC(=O)N(c2ccc3c(c2)OCCO3)C1 (centres undefined)	-3	-6	4	14	27	0	0.5	4	-4	35	-1
O=S1(=O)CCOC[C@H](Cc2ccccc2)N1Cc1ccccc1F	-2	-6	-7	6	-2	2	2.4	3	3	3	-23
COc1cccc(CN2CCN(C(=O)Nc3ccc([N+](=O)[O-])cc3)CC2)c1	-13	-1	-14	-1	6	-2	-0.2	-6	-4	26	-100
Cc1ccc(C(=O)O/N=C2\CCS(=O)(=O)c3sccc32)cc1	9	-5	-5	-5	-32	2	-1.4	9	1	-10	-216
O=C(Cc1cccc2ccccc12)NNC(=O)c1ccc(Br)o1	10	5	-1	-2	14	-2	0.1	-3	-3	-2	21
COC(=O)[C@]12CCCCC=C1N(Cc1ccc(Cl)cc1Cl)C(=O)[C@H](CC(=O)NCC1CCCCC1)C2	·	-4	·	-12	1	·	-0.9	·	-4	·	·
COc1ccc(NC(=O)CC2S/C(=N\c3nccs3)N(C)C2=O)cc1 (centres undefined)	-11	-5	0	-17	-31	-1	-1.3	1	-6	11	-16
CCCC(=O)NC(c1ccc(OC)c(OC)c1)c1c(O)ccc2ccccc12 (centres undefined)	10	-8	-1	-20	6	-3	1.1	-6	2	0	3
COc1ccc2nc(NS(=O)(=O)c3ccc(NC(C)=O)cc3)sc2c1	6	·	2	-9	4	0	-1.0	-9	13	2	13
Cc1ccc(C)c(OCCC(=O)NNC(=O)c2cc(C)oc2C)c1	-3	-2	11	9	-2	4	-0.5	10	4	-11	0
O=C(c1ccc(-c2cccc(C(F)(F)F)c2)o1)N1CCN(c2ccccc2O)CC1	0	·	-1	18	6	1	-0.3	-9	1	-32	30
CCCCn1c(N)c(N(CCOC)C(=O)CN(C)CC(=O)Nc2ccc(Cl)c(Cl)c2)c(=O)[nH]c1=O	18	-6	-5	-2	11	·	3.7	7	5	-4	22
CCOCC(=O)Nc1cc(C(F)(F)F)ccc1Oc1cccc(Br)c1	10	-5	-9	0	-3	-5	-3.1	2	-5	19	0
CC1(N2CCOCC2)CC2(O)C(=[N+]1[O-])CCc1c2no[n+]1[O-] (centres undefined)	8	·	1	17	13	-3	-0.7	-2	0	7	7
COc1ccc(NS(=O)(=O)c2cc(Cl)ccc2Cl)cc1S(=O)(=O)N1CCCCC1	3	3	14	-18	16	-2	1.7	17	0	-1	19
COC(=O)c1sccc1N/C=C(\C#N)S(=O)(=O)C(C)(C)C	·	8	-1	-6	6	0	-0.1	6	-4	·	5
CCc1ccc(C(C(=O)NC2CCCC2)N(CCOC)C(=O)CCC(=O)Nc2cc(C)on2)cc1 (centres undefined)	6	-8	8	11	9	5	0.4	-3	9	1	2

(next part)
SMILES	MITF TRPM1 inh	CaV13 ICDI inh	H9c2 protect	NR2E3 ag-1	HIF-2a inh	NR2E3 ag-2	iPSC survival up	PDI turbidity	m5-HT2A agonist	Shn3 3UTR inh	Peg3 prom inh
O=C(c1ccccc1)N1CCN(c2ncnc3sc4c(c23)CCC4)CC1	6	-4	-32	37	22	2	-0.7	4	5	85*	5
COc1ccc(COCC(CC(C)C)N2CCN(C(=O)c3cccc(C(F)(F)F)c3)CCC2=O)cc1 (centres undefined)	3	-11	-4	3	-12	3	-1.8	-2	-1	8	7
COc1ccc(-c2nnc(SCC(=O)Nc3ccccc3)n2C)cc1	13	-9	3	-12	12	0	0.2	-3	-3	-12	16
COc1ccccc1C(=O)N=c1sc2c(C)ccc(OC)c2n1C	-84	-3	20	-71	-349	3	-0.5	-5	-1	-91	-199
Cc1ccc(NC(=O)c2ccc(Cl)cc2Cl)cc1O	-54	-14	-12	-105	-279	-1	-0.6	-2	-5	-87	-277
Cc1ccc(CNC(=O)C2CCC(=O)N2C2CCCCC2)cc1 (centres undefined)	9	·	2	-19	-7	0	0.3	-3	-3	4	-11
CC(OC(=O)c1ccc(NC(=O)CC#N)cc1)C(=O)NCCC1=CCCCC1 (centres undefined)	1	-5	4	-15	16	5	-0.6	1	-8	11	11
COc1ccc2nc(-c3ccccc3)cc(C(=O)OCC(=O)NC3CC3)c2c1	31	-7	-8	8	6	·	1.8	6	-5	-3	12
Cn1c(C(=O)N2CCN(Cc3ccc4c(c3)OCO4)CC2)cc2sccc21	-7	-9	0	10	1	2	-5.6	9	3	22	8
CCc1ccc(S(=O)(=O)/N=C2\C=C(Nc3ccc(O)cc3)C(=O)c3ccccc32)cc1	100*	·	-16	113*	69*	-6	-0.1	-23	-20	95*	104*
O=C(COc1ccccc1)Nc1cccc(-c2ccc(N3CCOCC3)nn2)c1	-82	-6	-14	-103	-128	0	-0.3	-3	2	-80	-241
COc1ccc(NC(=O)CCNC(=O)N2CC(=O)Nc3ccccc32)cc1	·	-6	0	-7	3	·	2.3	4	0	1	8
